inhibitors of VEEV – inhibitors of VEEV TC-83 cytopathic effect, confirmation, Vero cells (AID 588727). 350,000 tested, 0.13% active. one-dose inhibition, % at 20 µM; IC50 in µM for titrated hits. Vero cells, VEEV TC-83 cytopathic effect inhibition; higher % means a stronger effect; in the data active means a potency from the dose series; inconclusive means inhibition mostly from about 14% at the one dose, without a potency; inactive means the rest, 99 in 100 with inhibition below about 12%; further: strong numbers were not always called active
influenza NS1A – H1N1 influenza NS1A inhibitors, functional cell based assay (AID 504329) | NS1A functional cell-based assay, percent inhibition; higher % means a stronger effect | one-dose inhibition, % at 12.5 µM; IC50 in µM for titrated hits | 340,000 tested, 0.3% active; in the data active means a potency from the dose series; inconclusive means inhibition above about 27% without an active follow-up result; further: strong numbers were not always called active
Salmonella PhoP GFP – Inhibition of PhoP regulon, Salmonella typhi GFP reporter cells, confirmation, 4 h (AID 1850) | Salmonella Typhi PhoP-promoter GFP reporter, fluorescence, 4 h; higher % means a stronger effect | one-dose inhibition, % at 50 µM; IC50 in µM for titrated hits | 310,000 tested, 0.33% active; in the data active means a potency from the dose series; inconclusive means inhibition mostly from about 25% at the one dose, without a potency; inactive means the rest, 99 in 100 with inhibition below about 19%;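 further: 0% = induced wells with vehicle and 100% = uninduced wells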
M. tuberculosis HTS – M. tuberculosis growth inhibition, HTS (AID 449762); 330,000 tested, 0.59% active; one-dose inhibition, % at 25 µM; IC50 in µM for titrated hits; M. tuberculosis H37Rv growth inhibition, 7H9 media; higher % means a stronger effect; in the data active means a potency from the dose series; inconclusive means inhibition above about 70% without an active follow-up result;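 further: bacterial growth assessed after seven days of incubation; strong numbers were not always called active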
tuberculosis growth – growth inhibition of non-replicating M. tuberculosis (AID 488890); Mycobacterium tuberculosis non-replicating, growth inhibition; higher % means a stronger effect; inhibition, % at 25 µM; hits with a dose series show IC50 in µM; 320,000 tested, 0.39% active; in the data active means a potency from the dose series; inconclusive means inhibition mostly from about 82% at the one dose, without a potency; inactive means the rest, 99 in 100 with inhibition below about 76%;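 further: plate controls were DMSO cells for no effect and high antibiotic wells for full effect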
inhibitors of VEEV 10K pilot screen – also measured in inhibitors of VEEV; calls as there; inhibition, %; measured here: 10K pilot screen inhibition
An asterisk follows results filed as active; i = inactive; ? = inconclusive; nt = no result given; & = joins results of further samples.

SMILES	inhibitors of VEEV	influenza NS1A	Salmonella PhoP GFP	M. tuberculosis HTS	tuberculosis growth	others
CCc1nnc(N/N=C/c2c(C)[nH]c3ccccc23)n1N	0.4%	-4%	11%	2%	-12%
N#C/C(=C(/O)COC(=O)CCCNC(=O)c1ccc(Cl)cc1)c1nc2ccccc2[nH]1	4.1%	-2%	11%	-3%	3%
CCCc1ccc(OCC(=O)Nc2cc(S(=O)(=O)CC)ccc2O)cc1	1.2%	5%	3%	6%	38%
Cc1ccc(C(C)(C)C)cc1S(=O)(=O)Nc1ncnc2sccc12	2.1%	-4%	nt	4%	8%
Cc1ccc(-n2c(C)cc(C(=O)COC(=O)C3=NNC(=O)CC3)c2C)cc1	2.4%	5%	3%	-1%	43%
N/C(=N\OC(=O)c1ccc(Br)o1)c1ccccn1	0.6%	-3%	6%	2%	26%
Cc1cc(C)cc(N2CC(C(=O)O)CC2=O)c1 (centres undefined)	0.3%	-1%	-7%	-5%	-3%
Cc1ncc(CO)c2cc(C(N)=O)c(=Nc3ccccc3)oc12	6.5%	3%	1%	-16%	-18%
COCC1CCCCN1C(=O)c1ccc(OC2CCN(Cc3ccccn3)CC2)cc1 (centres undefined)	1.6%	-4%	1%	0%	-9%
O=C1CCCC(=O)N1c1ccc(O)cc1	i	-1%	-3%	7%	-17%
CC(=O)Oc1ccc(C(=O)Nc2cc(NC(=O)c3ccc(OC(C)=O)cc3)cc(C(=O)NC(C)(C)C)c2)cc1	3.4%	-5%	-6%	-17%	-10%
CCc1cc(C(=O)N2CCCC(C(=O)c3ccc(Cl)cc3)C2)no1 (centres undefined)	1.0%	-13%	-11%	0%	55%
COc1ccccc1NC(=O)Cn1cc(C(=O)C(=O)N2CCOCC2)c2ccccc21	i	-2%	-6%	5%	6%
O=C(COC(=O)c1cccc(Br)c1)NCCC1=CCCCC1	0.6%	-7%	15%	6%	72%
O=C1CCC[C@@H]2C[C@@]3(C[C@@H]4CCN1[C@H]24)Nc1cc(Cl)c(Cl)cc1NC3=NCc1ccccc1	2.3%	14%	nt	nt	nt
COC(=O)COc1ccc(-n2cnnn2)cc1	0.4%	9%	-7%	4%	6%
Cc1ccc(NC(=O)CN(C)C(=O)CSc2nnc(C)s2)cc1	3.8%	-11%	nt	-3%	-5%
O=C(CN1CCN(Cc2ccc(F)cc2Cl)C1=O)NCc1cccs1	0.7%	1%	-13%	3%	4%
Cc1[nH]c2ccc(F)cc2c1CCN(Cc1ccncc1)C(=S)Nc1ccccc1	3.2%	1%	-4%	13%	20%
Cc1ccc(N=C2NC(=O)S/C2=C\c2ccco2)cc1	0.9%	3%	-3%	-1%	-19%
O=C(COC(=O)CCc1c[nH]c(=O)[nH]1)Nc1cccc(Cl)c1	0.9%	5%	-2%	-13%	-7%
CCc1nc(N2CCN(S(=O)(=O)c3ccc(Br)cc3)CC2)c2c(C)c(C)sc2n1	2.1%	6%	0%	8%	-2%
Cc1cc(NC(=O)c2ccccc2C)n(-c2cccc(F)c2)n1	0.6%	-3%	9%	0%	3%
Cn1cc(C[C@H](NC(=O)OC(C)(C)C)C(=O)N[C@H](CO)Cc2ccccc2)c2ccccc21	0.3%	-2%	1%	-2%	1%
CCOC(=O)c1c(/N=C/C2=C(O)CCCC2=O)sc2c1CCCC2	i	nt	-1%	-9%	1%
O=C(c1ccc(Cl)c(S(=O)(=O)NCc2ccco2)c1)N1CCN(c2ccccc2F)CC1	3.8%	3%	-2%	9%	21%
O=[N+]([O-])c1ccc(C2=Nn3cnnc3SC2)cc1	i	nt	7%	-11%	-6%
O=C(CN1C(=O)COc2ccc(S(=O)(=O)N3CCOCC3)cc21)NCc1ccco1	1.4%	-7%	5%	-6%	-3%
COc1ccc(NC(=O)Cc2nnc(SCC(=O)NC3CCCCC3C)n2C)cc1 (centres undefined)	i	7%	8%	-5%	3%
COc1ccc(CN2CCOCC2)cc1	0.1%	2%	3%	-6%	1%
CN(C(=O)COC(=O)c1cccs1)c1c(N)n(Cc2ccccc2)c(=O)[nH]c1=O	3.2%	-1%	6%	-11%	-24%
COc1ccccc1N1CCN(S(=O)(=O)CCNC(=O)c2cccc(F)c2)CC1	5.7%	4%	-4%	4%	5%
CC(CN1CCC(n2nccc2NC(=O)c2ccccc2Cl)CC1)c1ccccc1 (centres undefined)	1.9%	-5%	-1%	5%	23%
CC(C)(CNc1ccc(S(=O)(=O)C(F)(F)F)cc1[N+](=O)[O-])N1CCOCC1	5.3%	14%	-10%	-8%	30%
COc1ccccc1CNc1nc(=S)[nH]c2cc(OC)c(OC)cc12	1.1%	6%	-1%	-1%	-18%
COc1cc2c(cc1NC(=O)CSc1nccn1C)oc1ccccc12	3.1%	15%	2%	17%	45%
O=C(COC(=O)C1CCN(S(=O)(=O)c2cccs2)CC1)c1cc2ccccc2o1	i	2%	3%	-3%	24%
COc1ccc(S(=O)(=O)N2CCC[C@H]2C(=O)NCc2ccc(Cl)cc2)cc1	i	-10%	-3%	-3%	11%
CC1(C)SC2C(NC(=O)C3(N)CCCCC3)C(=O)N2C1C(=O)O (centres undefined)	i	-1%	nt	nt	nt
NC(=NCCc1ccccc1)NC(=O)c1cc(Cl)ccc1O	i	-4%	2%	?	40%
CCOc1cc(C(N)=O)cc(Cl)c1OCC	1.9%	-9%	-2%	-6%	-2%
COc1ccc(-c2nc3ncccn3c2Nc2ccc3c(c2)OCCO3)cc1	1.4%	-5%	nt	nt	nt
O=[N+]([O-])c1cc(-c2nnc(-c3ccccc3)o2)ccc1Oc1ccc(Cl)cc1	i	1%	-1%	-8%	-12%	inhibitors of VEEV 10K pilot screen=1.3
O=C(Cn1nc(-c2ccccc2)c2ccccc2c1=O)Nc1ccc(F)cc1	7.3%	-5%	-1%	-13%	-6%
OCc1ncccc1O	i	-10%	-9%	-7%	-8%
CCOC(=O)c1cc(CC)sc1NC(=O)CC1SC(N)=NC1=O (centres undefined)	0.5%	-9%	-3%	4%	-11%
Cc1ccc(NC(=O)CCC(=O)OCc2ccc(Br)cc2)cc1	0.4%	-1%	-9%	-5%	-1%
COc1ccc(NC(=O)NCc2ccc(Cl)cc2)cc1	2.3%	-9%	-10%	-1%	8%
CC(c1ccccc1)n1cc(C(=O)NCc2cccnc2)nn1 (centres undefined)	1.6%	1%	2%	-1%	-13%
Cn1cnnc1SCC(=O)NNC(=O)c1ccc([N+](=O)[O-])cc1	1.0%	-7%	nt	18%	-12%
CNC(=O)COc1ccc(S(=O)(=O)Nc2ccc(C)cc2)cc1	3.4%	-20%	1%	-6%	1%
Cc1ccccc1C(=O)NNC(=O)Nc1ccccc1	nt	nt	-11%	2%	-8%
CCN(C(=O)COC(=O)/C=C/c1ccco1)C1CCCCC1	i	2%	nt	3%	10%
Cc1cc(C)c2[nH]c(=O)c(CN(CC3CCCO3)C(=S)NCc3ccco3)cc2c1 (centres undefined)	2.9%	2%	-5%	-6%	-3%
O=C(O)c1ccc(NC(=O)C(c2ccccc2)c2ccccc2)cc1	1.5%	-4%	-3%	8%	57%
CN(C)CCNC(=O)c1onc(CSc2ccc(F)c(F)c2)c1C(=O)NCCN(C)C	79%	-10%	12%	2%	-7%
CCN(CC)C(=O)CSc1nnc(-c2cccc(OC)c2)o1	i	-17%	-6%	3%	33%
CCOc1cc2c3c(c1)C(C)=CC(C)(C)N3C(=O)C2=O	4.4%	5%	1%	10%	62%
O=C(c1ccc(NS(=O)(=O)c2ccc3[nH]c(=O)[nH]c3c2)cc1)N1CCCC(C(F)(F)F)C1 (centres undefined)	1.0%	-4%	8%	-2%	12%
O=C(Nc1ccn(Cc2ccccc2F)n1)c1ccc(COc2ccc(Cl)cc2Cl)o1	2.6%	-5%	4%	13%	?

Continuation:
SMILES	inhibitors of VEEV	influenza NS1A	Salmonella PhoP GFP	M. tuberculosis HTS	tuberculosis growth	others
Cc1ccc(S(=O)(=O)N2CCC(C(=O)Nc3nnc(-c4ccco4)s3)CC2)cc1	2.7%	-3%	-1%	6%	10%
Cc1cc(C)cc(N2C(=O)C3C4C=CC(C4)C3C2=O)c1 (centres undefined)	3.5%	-17%	10%	-3%	-21%
CC1Cc2ccccc2N1C(=O)CCn1cccn1 (centres undefined)	1.6%	3%	-8%	-12%	7%
Clc1ccc(OCCCCN2CCc3ccccc3C2)cc1	i	-1%	1%	-1%	9.4µM*
CCOC(=O)CCCCCC(=O)Nc1ccc2c(c1)CC(=O)N([C@H](C)CO)C[C@H](C)[C@H](CN(C)S(=O)(=O)c1ccc(OC)cc1)O2	0.1%	-3%	nt	13%	35%	inhibitors of VEEV 10K pilot screen=1.4
COc1cc(C(=O)N(Cc2ccc(F)cc2)C2CCS(=O)(=O)C2)cc(OC)c1OC (centres undefined)	i	-1%	8%	-9%	-4%
O=C(NCc1cccc(CNC(=O)Nc2cccc(O)c2)c1)Nc1cccc(O)c1	i	0%	-9%	6%	11%
O=C1NC(=O)C(c2ccccc2)(c2ccccc2)N1	1.1%&1.4%	2%&-7%	9%&1%&4%	4%&-9%	3%&13%
Cc1ccc(-n2nc3c(c2NC(=O)c2ccc4c(c2)OCO4)CS(=O)(=O)C3)cc1C	3.7%	8%	-6%	-5%	-7%
COc1ccc(-c2nn(Cc3ccccc3)cc2C(=O)NC2CC2)cc1OC	3.0%	-9%	nt	2%	1%
COc1ccccc1CNS(=O)(=O)c1cc2c3c(c1)CCN3C(=O)CC2	1.6%	-3%	0%	-4%	0%
Cc1ccc(OCCSc2ncnc3nc[nH]c23)cc1	1.8%	-25%	3%	1%	29%
Cc1ccc(NC(=O)c2ccc3c(c2)OCCO3)cc1C	2.1%	3%	3%	25%	18%
CCOc1ccc(S(=O)(=O)Nc2cccc(C(=O)NCC3CCCO3)c2)cc1 (centres undefined)	0.3%	-1%	1%	-5%	-10%
Cc1ccc(-c2ccnc3c(Cl)c(C)nn23)cc1	0.2%	-24%	-6%	-1%	7%
COc1ccc(C2(C(=O)NC(C)C)CCCC2)cc1OC	2.8%	22%	-10%	-2%	-2%	inhibitors of VEEV 10K pilot screen=0.5
NC(=S)N/N=C/c1ccccc1OCCSc1ccc(Cl)cc1	0.4%	5%	1%	46µM*	?
O=C(NN1CCOCC1)c1ccc(F)cc1	2.3%	-8%	-4%	3%	-8%
COc1ccc(N2C(=O)C(F)(F)C2c2ccc(C)cc2)cc1OC (centres undefined)	0.3%	-5%	-14%	61%	?
O=C(N/N=C/c1cccs1)C1COc2ccccc2O1 (centres undefined)	0.8%	-3%	-4%	-4%	?

Among those listed so far, these contain two or more sulfur atoms.
SMILES	inhibitors of VEEV	influenza NS1A	Salmonella PhoP GFP	M. tuberculosis HTS	tuberculosis growth	others
Cc1ccc(C(C)(C)C)cc1S(=O)(=O)Nc1ncnc2sccc12	2.1%	-4%	nt	4%	8%
Cc1ccc(NC(=O)CN(C)C(=O)CSc2nnc(C)s2)cc1	3.8%	-11%	nt	-3%	-5%
CCc1nc(N2CCN(S(=O)(=O)c3ccc(Br)cc3)CC2)c2c(C)c(C)sc2n1	2.1%	6%	0%	8%	-2%
O=C(COC(=O)C1CCN(S(=O)(=O)c2cccs2)CC1)c1cc2ccccc2o1	i	2%	3%	-3%	24%
CCOC(=O)c1cc(CC)sc1NC(=O)CC1SC(N)=NC1=O (centres undefined)	0.5%	-9%	-3%	4%	-11%
Cc1ccc(S(=O)(=O)N2CCC(C(=O)Nc3nnc(-c4ccco4)s3)CC2)cc1	2.7%	-3%	-1%	6%	10%
NC(=S)N/N=C/c1ccccc1OCCSc1ccc(Cl)cc1	0.4%	5%	1%	46µM*	?

Continued.
SMILES	inhibitors of VEEV	influenza NS1A	Salmonella PhoP GFP	M. tuberculosis HTS	tuberculosis growth	others
Cc1nc2nc(-c3ccccc3)[nH]n2c(=O)c1Cc1ccccc1	5.5%	-3%	-1%	2%	5%
O=C(NC(Cc1ccccc1)C(=O)O)/C(=C/c1ccccc1)NC(=O)c1cccc(Br)c1 (centres undefined)	0.3%	3%	3%	10%	18%
O=C(CCN1C(=O)/C(=C/C=C/c2ccccc2)SC1=S)Nc1ccccn1	0.7%	13%	0%	-4%	-17%
COc1ccc(C2CC(c3cccs3)=NN2C(=O)COC(=O)c2cncc(Br)c2)cc1OC (centres undefined)	1.9%	0%	-9%	-2%	28%
COc1ccc(NC(=O)CN(C)C(=O)c2sc3ccccc3c2Cl)cc1	4.8%	6%	-2%	7%	6%
CC(C)NC(=O)Nc1ccc2c(c1)C(=O)N([C@H](C)CO)C[C@H](C)[C@@H](CN(C)S(C)(=O)=O)O2	0.1%	-2%	nt	-2%	-10%

Screening data (PubChem)
